Compound activity deposited in PubChem by several laboratories.
HTRA1 inh – HTRA1 serine protease inhibitors, primary screen, biochemical, fluorescence polarization, HTS; Q92743; recombinant HTRA1, FP-rhodamine activity-based probe; inhibition, % at 5.96 µM; 340,000 tested, 0.5% active; in the data active = inhibition above about 36%;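 note: 0% = enzyme with DMSO and 100% = wells lacking enzyme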
Target sequence (Q92743 whole entry, looked up): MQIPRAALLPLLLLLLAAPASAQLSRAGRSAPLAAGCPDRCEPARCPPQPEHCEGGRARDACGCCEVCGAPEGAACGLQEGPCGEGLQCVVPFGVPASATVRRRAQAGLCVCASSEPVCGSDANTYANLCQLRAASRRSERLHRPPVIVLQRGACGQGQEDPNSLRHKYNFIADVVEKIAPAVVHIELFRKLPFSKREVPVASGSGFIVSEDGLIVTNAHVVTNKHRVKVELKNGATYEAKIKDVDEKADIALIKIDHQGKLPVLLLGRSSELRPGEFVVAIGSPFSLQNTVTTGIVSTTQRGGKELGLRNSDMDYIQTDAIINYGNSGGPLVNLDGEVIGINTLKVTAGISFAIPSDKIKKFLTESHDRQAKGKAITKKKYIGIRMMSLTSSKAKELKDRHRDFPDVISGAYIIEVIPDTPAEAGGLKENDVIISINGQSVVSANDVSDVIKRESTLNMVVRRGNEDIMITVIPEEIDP
ARFGAP1 inhibitor – inhibitors of rat ARFGAP1 GAP activity, primary screen, biochemical, fluorescence polarization, GDP tracer. ADP-ribosylation factor GTPase-activating protein 1 (Rattus norvegicus), Q62848. Arfgap1-stimulated ARF1 GTP hydrolysis, GDP FP detection. inhibition, % at 16.5 µM. 360,000 tested, 0.26% active;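 active = inhibition above a per-plate limit, mean inhibition of low control wells plus 3 SD, cut at about 25% in these data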;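 note: 0% = DMSO wells with enzyme and 100% = wells lacking Arfgap1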
Target sequence (Q62848 1-136 limits assumed): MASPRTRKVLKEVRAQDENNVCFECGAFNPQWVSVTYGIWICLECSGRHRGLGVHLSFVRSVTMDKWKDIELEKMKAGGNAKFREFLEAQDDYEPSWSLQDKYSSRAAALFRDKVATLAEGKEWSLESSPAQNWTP
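System: truncated rat Arfgap1 GAP domain / Benchmarks: high control wells lacking Arfgap1, low control full reaction with DMSO / Times: compound-enzyme preincubation 20 min, reaction 120 min, detection 60 min, 25 °C / Repeats: one replicate per compound / Also added: human ARF1(Δ1-17)-GTP substrate / Measured by: Tracer-displacement fluorescence polarization with EDTA stop, 620/688 nm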
GC-B act – human GC-B receptor activators, primary screen, HEK293 GC-B cells, cGMP TR-FRET, EC30 CNP; activation, % at 10 µM; 0% at EC30 CNP, 100% saturating CNP; 370,000 tested, 0.11% active; AID 1920062, 2024; Atrial natriuretic peptide receptor 2 (Homo sapiens), P20594;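 active = activation at 10 µM reaching about 35% in either raw or pattern-adjusted values, limit read from the data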
mABHD4 FP – ABHD4 inhibitors, primary screen, biochemical, fluorescence polarization, mouse; 370,000 tested, 0.54% active; inhibition, % at 8.92 µM; purified mABHD4, FP-Rh probe fluorescence polarization; AID 720543, 2013;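 active = inhibition exceeding the mean over every tested compound plus 3 SD, cut at about 30% in these data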;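 note: 0% = plate median of compound wells and 100% = S159A mutant with DMSO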
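Assay system: mABHD4 protein; medium: HEPES pH 7.0, NaCl, Pluronic buffer; dosing: 8.92 µM, single dose; schedule: 45 min + 60 min at 25 °C; signal: FP readout, ex 525 nm / em 598 nm; read-out: normalized percent inhibition of probe labeling; repeats: single replicate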
NR1D1 modulator – modulators of Rev-erb alpha DNA binding, primary screen, biochemical, FITC-DNA, fluorescence polarization, uHTS | Nuclear receptor subfamily 1 group D member 1 (Homo sapiens), P20393 | Rev-erbα–FITC-DNA binding, 90 min | activity, % at 10 µM | 370,000 tested, 0.79% active;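 active = activity above about 14%, limit read from the data; passing the limit was not always enough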;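 note: 0% = DMSO wells with 35 nM protein and 100% = DMSO wells with 750 nM protein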
PG9 Ab binder – binders of HIV-1 gp120 antibody PG9, primary screen, biochemical, TR-FRET | TR-FRET gp120-PG9 antibody binding | inhibition, % at 6.7 µM | AID 624416, 2012 | 360,000 tested, 0.43% active; in the data active = inhibition above about 8.5%
NPR1 activator – GC-A stimulated cGMP production enhancers – HEK293 GC-A cells, cGMP TR-FRET, EC30 ANP, primary screen; activation, % at 10 µM; AID 1671463, 2021; 370,000 tested, 0.14% active; 0% at EC30 ANP, 100% saturating ANP; in the data active = activation above about 40%
ASAP1 GAP inh – inhibitors of human ASAP1 ArfGAP activity, primary screen, biochemical, fluorescence polarization; inhibition, % at 16.5 µM; 360,000 tested, 0.19% active; Arf-GAP with SH3 domain, ANK repeat and PH domain-containing protein 1 (Homo sapiens), …; ASAP1-stimulated ARF1 GTP hydrolysis, GDP FP detection; in the data active = inhibition above about 25%;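 note: 0% = vehicle with enzyme and substrate and 100% = no enzyme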
Target sequence (Q9ULH1 325-724 limits assumed): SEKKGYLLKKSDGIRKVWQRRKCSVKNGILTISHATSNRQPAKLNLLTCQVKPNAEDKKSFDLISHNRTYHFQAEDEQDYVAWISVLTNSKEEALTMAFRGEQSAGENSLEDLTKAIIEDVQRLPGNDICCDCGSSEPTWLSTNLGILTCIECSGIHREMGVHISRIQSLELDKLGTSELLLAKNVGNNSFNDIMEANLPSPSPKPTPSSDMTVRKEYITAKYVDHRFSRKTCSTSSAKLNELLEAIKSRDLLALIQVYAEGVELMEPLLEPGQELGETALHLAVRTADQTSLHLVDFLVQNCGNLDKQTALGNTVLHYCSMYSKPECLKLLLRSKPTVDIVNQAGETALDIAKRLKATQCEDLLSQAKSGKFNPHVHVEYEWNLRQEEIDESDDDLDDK
rCAG binder – binders of r(CAG) RNA repeats, primary screen, biochemical, fluorescence; r(CAG) RNA repeat, TO-PRO-1 dye displacement fluorescence; inhibition, % at 3 µM; 370,000 tested, 1.3% active; AID 651821, 2012;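 active = inhibition above the plate cutoff, the mean of all test compounds on that plate plus 3 SD, cut at about 35% in these data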;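 note: 0% = DMSO alone and 100% = 100 µM mitoxantrone as full dye displacement; higher means more dye released from RNA so lower well fluorescence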
SMARCA2 act – SMARCA2 (BRM) function activators, primary screen, cell-based, luminescence, high throughput; 370,000 tested, 1% active; AID 652017, 2013; activation, % at 9.1 µM; MG213 cells, MMTV-luciferase reporter, dexamethasone, overnight; in the data active = activation above about 7.8%;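 note: 0% = vehicle wells and 100% = reference activator wells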
* marks the source's active call; other numbers are inactive results; x = no result given.

cpd	SMILES	NR1D1 modulator	mABHD4 FP	HTRA1 inh	GC-B act	NPR1 activator	rCAG binder	SMARCA2 act	ASAP1 GAP inh	PG9 Ab binder	ARFGAP1 inhibitor
1	COc1ccc(C(=O)COC(=O)CCN=C2NS(=O)(=O)c3ccccc32)cc1OC	-1	-4	3	-2	5	7	-3	-6	-0.7	5
2	COc1ccc(C(CNC(=O)c2ccc(NS(=O)(=O)c3ccc(F)c(C)c3)cc2)N2CCOCC2)cc1 (stereo unspecified)	0	-9	0	4	1	2	-3	-9	2.1	-4
3	COCCn1c(N2CCN(c3ccc(OC)cc3)CC2)nc2c1c(=O)n(C)c(=O)n2C	-4	-4	-1	-5	-4	-9	-1	-2	1.4	0
4	COc1cccc(/C=C2\SC(=S)N(c3cccnc3)C2=O)c1OC	1	-9	4	0	-6	2	0	-5	-0.1	1
5	Cc1cc(C)c(NC(=O)CN2C(=O)NC(CCc3ccccc3)C2=O)c(C)c1 (stereo unspecified)	2	6	-5	2	4	-4	-2	1	1.3	7
6	COc1ccc(/C=N/NC(=O)CN(Cc2ccccc2)S(=O)(=O)c2ccc3c(c2)OCCO3)cc1	2	-23	-64	1	-4	4	-3	5	0.9	6
7	O=C1c2[nH]nc(-c3ccccc3O)c2C(c2cccc(Cl)c2)N1Cc1ccco1 (stereo unspecified)	-4	-27	-20	-9	-8	11	-4	6	-1.9	18
8	CC(C)CN1C(=O)C(=O)N(CC(=O)NC(C)CCc2ccccc2)C1=O (stereo unspecified)	-4	-2	-2	0	4	0	-1	7	1.0	9
9	Cc1cccnc1NC(=O)Nc1cccs1	0	0	-5	0	2	2	5	-7	0.1	8
10	O=C(Nc1nc(-c2cc(F)ccc2F)cs1)c1cccc(N2C(=O)CCC2=O)c1	0	-25	-30	3	16	19	-3	-5	0.5	9
11	CCOc1ccccc1NC(=O)C1(S(=O)(=O)c2ccc(Cl)cc2)CC1	-10	-10	-25	-5	-6	-5	-2	-3	-0.1	16
12	CC1CCCC(C)N1CCCNC(=O)C1CCCN(S(=O)(=O)N2CCCCC2)C1 (stereo unspecified)	0	1	-5	-1	4	1	-2	-6	-2.2	6
13	CCN(C1CCCCC1)S(=O)(=O)c1ccc(OC)c(C)c1	7	10	-10	2	0	-1	1	-10	-1.4	10
14	CC(=O)OCC(=O)NCC1CCN(C(=O)C(=O)c2cc3ccccc3o2)CC1	-8	7	x	1	1	0	-5	-12	-0.3	4
15	CCC(C)(C)NC(=O)CN(C(=O)CCC(=O)Nc1nccs1)c1cccc(C)c1C	2	2	-4	-2	-1	-10	-2	1	-0.9	10
16	CC(=O)Oc1ccc(N(C(C)=O)S(=O)(=O)c2ccc(C)c([N+](=O)[O-])c2)cc1	-1	7	1	6	0	-3	-4	1	1.0	8
17	C=CCNC(=O)NC(=O)COC(=O)/C(C#N)=C/c1cc(C)n(CC(C)C)c1C	-6	6	-2	-10	-7	3	5	15	-2.2	-3
18	COc1cc(C(=O)N2CCN(c3ccc([N+](=O)[O-])cc3)CC2)ccc1OCc1c(C)noc1C	5	-12	-3	1	0	4	-7	-12	-1.0	5
19	COc1ccc(C(C#N)c2ccc(Cl)nn2)cc1 (stereo unspecified)	-3	1	x	1	-5	4	-2	-2	-4.5	1
20	CN(C(=O)CO/N=C/c1ccc(OC(F)F)cc1)C1CCS(=O)(=O)C1 (stereo unspecified)	12	3	6	2	6	-6	1	9	-2.3	4
21	Cc1cccc(C)c1OCc1nnc(SCC(=O)Nc2ccc(N3CCOCC3)cc2)o1	-2	1	-3	-1	1	1	0	6	0.0	-5
22	O=C1c2oc3ccccc3c(=O)c2C(c2cccnc2)N1Cc1ccco1 (stereo unspecified)	-6	0	4	1	-4	-3	-3	-10	-2.7	-1
23	CCOC(=O)CN1CCC(c2ccccc2)CC1	3	0	4	-3	1	-5	-1	15	-0.2	0
24	O=C(CN1C(=O)c2ccccc2S1(=O)=O)c1ccccc1Cl	-3	1	-3	-2	0	2	-4	-3	0.7	5
25	Cc1cc(NCCc2ccccc2F)n2ncnc2n1	-3	-5	6	-1	-1	1	-3	-4	-0.9	-7
26	O=C(COC(=O)COc1ccc(Cl)cc1)NCc1cccs1	-3	4	1	1	7	-1	0	3	1.2	-2
27	O=C(NCCc1ccccc1F)C1CC(O)CN1C(=O)Nc1ccccc1 (stereo unspecified)	-4	6	-1	8	-1	-3	0	2	-0.4	9
28	Cc1ccc(OCC(O)CN2CCN(CCO)CC2)c(C)c1 (stereo unspecified)	2	0	6	-14	-4	-3	-3	6	-0.3	14
29	CC(C)(C)OC(=O)NNc1c2ccccc2nc2ccccc12	9	4	3	-1	-4	3	0	1	-15	14
30	COc1ccc(CNC(=O)c2cc(-n3cnnc3)ccc2Cl)cc1	5	0	0	-1	3	-2	0	1	1.4	-4
31	CC(=O)N(C)c1ccc(NC(=O)Nc2ccc(C)cc2)cc1	1	-7	6	0	2	0	2	10	-0.1	-12
32	COc1cccc(CN2CC(C(=O)N(C)CC3CCOCC3)CCC2=O)c1 (stereo unspecified)	1	5	-4	-1	3	-6	0	6	0.1	-3
33	COc1cccc(N(C(=O)C2COc3ccccc3O2)C(C(=O)NC2CCCCC2)c2ccc(O)cc2)c1 (stereo unspecified)	1	2	x	-10	-13	5	-3	4	-1.2	-6
34	C=CCn1c(SC)nnc1C1COc2ccccc2O1 (stereo unspecified)	-8	2	-4	-2	3	0	-1	3	1.1	0
35	COc1ccc(C(=O)NNC(=O)C(NC(=O)c2cc(OC)cc(OC)c2)C(C)C)cc1 (stereo unspecified)	8	0	-2	4	-1	1	0	3	1.4	-8
36	O=C(CN1CCN(c2ccccc2)CC1)Nc1c(C(=O)C2CC2)oc2ccccc12	2	-1	3	-3	-7	1	-2	-11	0.7	11

Full records, looked up by structure:
`Cc1ccc(OCC(O)CN2CCN(CCO)CC2)c(C)c1` (stereo unspecified) reads NR1D1 modulator: 2; mABHD4 FP: 0; HTRA1 inh: 6; GC-B act: -14; NPR1 activator: -4; rCAG binder: -3; SMARCA2 act: -3; ASAP1 GAP inh: 6; PG9 Ab binder: -0.3; ARFGAP1 inhibitor: 14
`C=CCn1c(SC)nnc1C1COc2ccccc2O1` (stereo unspecified) reads NR1D1 modulator: -8; mABHD4 FP: 2; HTRA1 inh: -4; GC-B act: -2; NPR1 activator: 3; rCAG binder: 0; SMARCA2 act: -1; ASAP1 GAP inh: 3; PG9 Ab binder: 1.1; ARFGAP1 inhibitor: 0

Following part
cpd	SMILES	NR1D1 modulator	mABHD4 FP	HTRA1 inh	GC-B act	NPR1 activator	rCAG binder	SMARCA2 act	ASAP1 GAP inh	PG9 Ab binder	ARFGAP1 inhibitor
37	COc1ccc2c3c([nH]c2c1)[C@]1(NCC3)C(=O)N(C)c2ccc(Cl)cc21	2	2	x	-5	-7	0	0	x	x	x
38	COCc1cc(Sc2ccc(Cl)cc2)nc(C)n1	1	1	4	-4	4	-6	-2	-11	1.4	3
39	O=C(c1ccc2ccccc2n1)N1CCN(c2ccccn2)CC1	-2	4	-7	0	3	-4	-2	-5	-1.7	-7
40	O=C(NCCN1CCOCC1)c1ccc2c(c1)N(Cc1ccccc1)C(=O)c1ccccc1S2	-4	0	-3	-3	1	-1	-2	0	-0.1	-5
41	CC(NCc1cccs1)C(=O)Nc1cc(Cl)cc(Cl)c1 (stereo unspecified)	-1	-5	-14	-1	-3	-2	-3	0	0.1	2
42	O=C(C(=O)N1CCN(Cc2ccccc2)CC1)c1c[nH]c2ccccc12	0	-3	-8	-7	0	0	-1	9	-1.4	0
43	O=C(CCS(=O)(=O)c1cccc2nsnc12)N1CCN(c2ccccc2F)CC1	3	3	-1	5	0	-2	-1	3	-1.2	3
44	CC1(C)C(=O)C2(CCCCC2)C(=O)OC1C(=O)c1ccccc1 (stereo unspecified)	4	-3	1	2	-1	-1	0	7	-0.5	-1
45	N#Cc1c2n(c(=S)n(-c3ccccc3)c1=O)CCCCC2	0	2	0	0	2	-6	-4	-3	-0.9	6
46	O=C(CN1CCCc2ccccc21)N/N=C/c1c(O)ccc2ccccc12	-1	21	13	1	3	11	-3	9	-1.9	-5
47	COC(=O)c1cc(OC)c(OC)cc1NC(=S)N1CCN(c2ccccc2)CC1	-1	-12	0	-2	0	0	0	-6	-1.4	-5
48	O=c1nc2n(c3c4c(sc13)CCC4)CCC2	2	1	9	-7	-1	1	1	-6	-0.9	5
49	Cc1ccc(S(=O)(=O)N(CC(=O)N2CCc3ccccc3C2)c2ccc(Cl)c(Cl)c2)cc1	3	-12	-46	-9	-7	7	-3	-13	-1.0	5
50	O=C1/C(=C/c2ccncc2)SC(=S)N1Cc1ccccc1	4	-13	-1	-9	-4	5	-3	6	-0.6	8
51	CCN(CC)Cc1c(O)ccc2c1O/C(=C\C=C\c1ccccc1)C2=O	5	3	0	-1	-1	-39	2	3	-5.4	16
52	Cc1cccc(C(=O)NC(NC(=S)Nc2ccc(S(N)(=O)=O)cc2)C(Cl)(Cl)Cl)c1 (stereo unspecified)	-5	1	-18	2	1	18	0	16	1.4	8
53	N#C/C(=C\c1ccncc1)c1nc2ccccc2[nH]1	4	16	x	7	11	9	-1	-4	-2.6	12
54	CCOC(=O)N1CCOCCOCCN(C(=O)OCC)CCOCC1	3	-1	-6	4	1	-5	2	-4	-0.2	-2
55	CCN(CC)CCn1c2c(c(SCC(=O)Nc3nc4ccc(C)cc4s3)nc1=O)CCC2	-6	-5	-3	-2	3	-1	-3	-3	-0.7	-4
56	O=C(CSc1ncn[nH]1)Nc1ccc(S(=O)(=O)Nc2ncccn2)cc1	2	0	3	2	1	0	0	6	1.4	8
57	COc1ccc(OCC(=O)NCc2n[nH]c(=O)c3ccccc23)cc1	2	0	22	1	0	-1	-1	4	3.4	3
58	Cc1cc(=O)c2ccc(NC(=O)c3ccccc3)cc2[nH]1	4	-10	3	1	1	0	0	3	-0.6	-4
59	COCCCN=Cc1c(C)[nH]n(-c2ccc(Br)cc2Br)c1=O	-7	0	x	3	1	1	1	-2	-0.8	6
60	Cc1cc(C)n(-c2ccc(C(=O)Nc3nc4ccccc4s3)cc2)n1	6	-8	-6	-4	-6	1	7	-5	3.6	-6
61	CN(C(=O)c1cc2ccccc2o1)c1c(N)n(Cc2ccccc2)c(=O)[nH]c1=O	1	0	-11	2	-2	8	1	-18	-1.0	3
62	CC[n+]1c(C)n(-c2ccccc2)c2ccc(C(=O)OC)cc21	-4	-12	0	-2	0	-1	-4	0	-1.0	3
63	O=C(/C=C/c1ccccc1[N+](=O)[O-])NC1CCCC1	-5	-5	6	-5	0	1	0	0	-1.9	-6

Not a hit list; any-hit rate near 4.4%.
